LMPTP inh – blocks human LMPTP phosphatase; P24666; recombinant LMPTP-A, OMFP fluorogenic substrate, fluorescence intensity; inhibition, % at 20 µM; 0.22% of 360,000 active; AID 651560;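 active = compounds that cut the enzyme signal by at least half of the control window in the single-dose screen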;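 also: plate controls were DMSO wells with enzyme plus substrate for no effect and substrate without enzyme for full effect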
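test system = LMPTP-A | amount = 0.625 nM LMPTP-A final | reagent = fluorogenic phosphatase substrate OMFP at 400 µM final | incubation = 50 min at room temperature | benchmarks = no-enzyme low control, uninhibited high control | medium = Bis-Tris pH 6.0, DTT, detergent | signal = fluorescence intensity of OMFP turnover product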
SUMO1 PPI mod – SUMO1-SIM interaction modulation; 0.33% of 360,000 active; SUMO1 binding to a labelled peptide, TR-FRET, 1 h; inhibition, % at 20 µM; AID 602429; P63165; in the data active = inhibition above about 37%
Target sequence (P63165 whole entry, looked up): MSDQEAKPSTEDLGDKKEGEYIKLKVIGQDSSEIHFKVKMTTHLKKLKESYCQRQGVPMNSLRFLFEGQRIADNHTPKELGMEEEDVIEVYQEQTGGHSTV
NadD inh – NadD (S. aureus) enzyme inhibition; AID 602399; 0.78% of 360,000 active; purified NadD enzyme, colorimetric absorbance read-out; inhibition, % at 20 µM; in the data active = inhibition above about 26%; also: some compounds past the cut are filed as inactive
MsrA inh – inhibitors of bovine MsrA | inhibition, % at 15.5 µM | purified bovine MsrA, absorbance read-out | AID 651718 | 0.75% of 360,000 active; in the data active = inhibition above about 4.5%;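 also: 0% = vehicle wells with enzyme and 100% = reference inhibitor wells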
Scp1 inh – Scp-1 (human) phosphatase inhibition; inhibition, % at 20 µM; Recombinant Scp1, phosphopeptide, malachite green phosphate absorbance; AID 493091; Q9GZU7; 0.88% of 340,000 active;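 active = inhibition above about 50% at 20 µM, limit read from the data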;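 also: plate controls were DMSO wells with enzyme for no effect and wells lacking enzyme for full effect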
Target sequence (Q9GZU7 76-261 limits assumed): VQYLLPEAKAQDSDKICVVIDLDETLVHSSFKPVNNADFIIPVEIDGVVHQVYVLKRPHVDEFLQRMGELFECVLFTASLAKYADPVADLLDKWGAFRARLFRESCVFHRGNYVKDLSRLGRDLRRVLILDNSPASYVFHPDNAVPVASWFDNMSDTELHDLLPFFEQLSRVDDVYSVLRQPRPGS
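Test system: SCP-1 phosphatase catalytic domain, residues 76-261 | Compound dosing: One concentration, 20 µM, with 1.0% DMSO | Schedule: 45 min room-temperature reaction, 5 min colour, 30 min stabiliser | Detection: Absorbance at 630 nm | Read-out basis: % inhibition of SCP-1 phosphate liberation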
CSN inh – CSN deneddylation inhibition; inhibition, % at 12.5 µM; Q92905; 0.38% of 360,000 active; Purified CSN, SCF-Nedd8-OG deneddylation, fluorescence polarization;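 active = pattern-corrected inhibition above about 35%, with an unprinted fluorescence ratio check between 0.5 and 1.5, limit read from the data, passing the limit was not always enough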;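 also: 0% = enzyme with substrate and 100% = substrate without enzyme; some results filed as inactive read as strong as hits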
Target sequence (Q92905 whole entry, looked up, one chain of several): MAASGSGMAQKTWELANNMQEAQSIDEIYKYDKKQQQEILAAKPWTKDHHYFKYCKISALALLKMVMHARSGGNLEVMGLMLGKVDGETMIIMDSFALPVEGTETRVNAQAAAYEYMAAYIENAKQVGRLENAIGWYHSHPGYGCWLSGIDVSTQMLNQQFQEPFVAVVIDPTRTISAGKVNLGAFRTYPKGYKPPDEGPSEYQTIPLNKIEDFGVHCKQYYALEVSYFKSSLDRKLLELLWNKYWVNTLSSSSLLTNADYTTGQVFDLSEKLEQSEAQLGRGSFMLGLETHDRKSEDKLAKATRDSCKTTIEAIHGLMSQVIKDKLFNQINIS
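Material: purified human Csn5 enzyme expressed in HEK293T cells / Medium: Tris buffer pH 7.5, NaCl, DTT, Tween-20, trehalose, ovalbumin / Compound dosing: 12.5 µM single point / Schedule: 90 min incubation of compound, enzyme and substrate at room temperature / Signal: fluorescence polarization of the substrate / Control set: no-enzyme wells high, enzyme-with-substrate wells low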
Rpn11 block – blocks the human proteasome subunit Rpn11 | O00487 | human 26S proteasome, Ub4-pepOG fluorescence polarization; 20S core pre-blocked with epoxomicin | calls only at 20 µM | 0.59% of 360,000 active | AID 588493;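 active = inhibition at 20 µM, scaled to each plate's controls, above about 33%, limit read from the data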
Target sequence (O00487 whole entry, looked up): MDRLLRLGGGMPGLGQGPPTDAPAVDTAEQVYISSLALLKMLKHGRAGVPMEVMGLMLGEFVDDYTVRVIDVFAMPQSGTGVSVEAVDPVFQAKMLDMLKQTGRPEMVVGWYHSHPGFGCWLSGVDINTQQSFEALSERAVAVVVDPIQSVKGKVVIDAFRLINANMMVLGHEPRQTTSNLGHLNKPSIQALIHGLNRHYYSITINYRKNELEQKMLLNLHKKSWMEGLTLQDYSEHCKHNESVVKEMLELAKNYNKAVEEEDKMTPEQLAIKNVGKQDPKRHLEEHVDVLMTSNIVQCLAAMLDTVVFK
TbMetRS inhib – blocks T. brucei methionyl-tRNA synthetase activity. AID 624268. purified T. brucei MetRS, ATP depletion, Kinase-Glo luminescence. inhibition, % at 11.9 µM. 0.4% of 360,000 active;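 active = inhibition above a per-plate cutoff of the control wells' mean inhibition plus 3 SD, cut at about 5.5% in these data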;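 also: 0% = DMSO wells median and 100% = median of wells with control inhibitor compound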
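technique = Kinase-Glo luminescence, ATP depletion format | system = purified MetRS (methionyl-tRNA synthetase) enzyme from Trypanosoma brucei | timing = 15 min preincubation, 2 h reaction, all 25 °C | evaluation = percent inhibition versus plate control medians | dosing = single dose, 11.9 µM final nominal, 0.9% final DMSO | also added = substrates ATP, L-methionine and bulk Escherichia coli tRNA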
STEP inh – inhibitors of human striatal-enriched phosphatase STEP; P54829; inhibition, % at 20 µM; AID 588621; recombinant STEP, OMFP fluorogenic substrate, fluorescence; 0.25% of 360,000 active;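 active = inhibition at 20 µM, scaled per plate between control wells, above about 37%, limit read from the data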;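 also: 0% = DMSO with enzyme and substrate and 100% = substrate only without enzyme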
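Material: STEP (striatal-enriched tyrosine phosphatase) enzyme, cell-free | Medium: 50 mM Bis-Tris pH 6.0 with 2.5 mM DTT and 0.005% Tween 20 | Read-out: Percent inhibition scaled to no-enzyme and uninhibited-enzyme controls, plate-pattern corrected | Signal: Fluorescence read at 480 nm ex / 540 nm em | Times: 20 min reaction, room temperature, in the dark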
DNMT1 inh – blocks human DNA methyltransferase DNMT1 | P26358 | DNMT1 molecular beacon, Hinp1I cleavage, fluorescence | inhibition (reported as % activation of signal), % at 10 µM | 0.83% of 360,000 active | AID 588458; in the data active = inhibition above about 50%
Active calls of the source: *; i = inactive; nt = no result given; + = active, no number.

SMILES	LMPTP inh	SUMO1 PPI mod	NadD inh	MsrA inh	Scp1 inh	CSN inh	Rpn11 block	TbMetRS inhib	STEP inh	DNMT1 inh
CC12CCC3(CO)COC(c4ccccc4O1)C2C3 (configuration not stated)	-2.4	-3	-3	0.4	0	0	i	0.1	-3	-2
O=C(COc1ccc([N+](=O)[O-])cc1)NNC(=O)c1cccs1	0.3	-11	14	0.8	-1	5	i	-0.5	-2	-1
C/C(=N\NC(=O)CNC(=O)c1cccc(F)c1)c1ccc2ccccc2c1	-0.4	10	-12	1.2	1	-2	i	-0.8	-1	3
CC(C)(C)OC(=O)CNC(=O)c1nc[nH]c1C(=O)NCc1ccc(CNC(=O)OC(C)(C)C)cc1	0.7	-2	8	2.0	-3	7	i	-0.6	0	4
Cc1ccc(CONC(=O)c2ccc([N+](=O)[O-])cc2)cc1	0.6	-40	1	-0.2	-6	-7	i	-0.6	-2	-1
C=CCn1c(=O)c2ccccc2n2c(SC(C)C(=O)Nc3nc(-c4ccccc4)cs3)nnc12 (configuration not stated)	1.6	1	13	0.3	-6	0	i	-1.3	3	-7
Cc1cc(-c2nnc(CCC(=O)NCc3ccc(OC(F)(F)F)cc3)o2)no1	-5.2	5	6	0.6	-1	3	i	0.7	-2	3
CCc1ccc(OCC(=O)NNC(=O)c2cc(S(=O)(=O)N(C)C)ccc2N2CCCC2)cc1	-0.2	2	5	1.2	-1	3	+	-0.3	-1	-6
O=C(COC(=O)c1ccccc1)NCCCCc1ccccc1	-1.6	0	-4	-0.5	nt	1	i	-0.2	-1	0
COc1cccc(C(=O)Nc2ccc3nc4n(c(=O)c3c2)CCCCC4)c1	-1.4	11	3	2.4	nt	4	i	-0.2	-2	4
O=C(c1cccs1)N(c1ccc(F)cc1)C1C=CS(=O)(=O)C1 (configuration not stated)	-0.3	-2	-4	1.7	-7	12	i	-0.5	-2	-3
c1coc(-c2nc3ccccc3s2)c1	1.4	-19	2	1.8	-2	1	i	0.1	-2	-5

The list goes on, overlapping the part above by four compounds.
SMILES	LMPTP inh	SUMO1 PPI mod	NadD inh	MsrA inh	Scp1 inh	CSN inh	Rpn11 block	TbMetRS inhib	STEP inh	DNMT1 inh
O=C(COC(=O)c1ccccc1)NCCCCc1ccccc1	-1.6	0	-4	-0.5	nt	1	i	-0.2	-1	0
COc1cccc(C(=O)Nc2ccc3nc4n(c(=O)c3c2)CCCCC4)c1	-1.4	11	3	2.4	nt	4	i	-0.2	-2	4
O=C(c1cccs1)N(c1ccc(F)cc1)C1C=CS(=O)(=O)C1 (configuration not stated)	-0.3	-2	-4	1.7	-7	12	i	-0.5	-2	-3
c1coc(-c2nc3ccccc3s2)c1	1.4	-19	2	1.8	-2	1	i	0.1	-2	-5
O=C1S/C(=C\c2ccc(O)c([N+](=O)[O-])c2)C(=O)N1Cc1cccc([N+](=O)[O-])c1	2.3	7	28	0.1	1	-3	i	-1.6	7	-3
O=C(Nc1ccc2c(c1)OCCO2)c1ccc2ccccc2n1	1.5	-8	-1	0.4	-11	3	i	-0.8	1	-3
COc1ccc(NC(=S)c2ccc(N(C)C)cc2)cc1	-0.8	-1	7	2.3	-1	1	i	-0.1	2	-1
Cc1c(N=Cc2ccc(O)c(Br)c2)cccc1[N+](=O)[O-]	-2.9	-6	1	2.9	-6	-3	i	0.6	3	-2
CS(=O)(=O)N1CCCC(C(=O)Nc2ccc(Br)cc2F)C1 (configuration not stated)	0.7	-1	-3	0.3	-9	-8	i	0.3	0	6
Cc1c(NC(=O)CN2C(=O)c3ccccc3C2=O)c(=O)n(-c2ccccc2)n1C	0.0	-5	-4	0.2	0	-5	i	-0.3	-2	2
Cc1ccc(S(=O)(=O)Nc2cc(C(C)C)c(O)cc2C)cc1	0.4	-2	-3	-0.5	-13	1	i	-0.4	-1	-2
Cc1ccc(S(=O)(=O)N(C)CCCC(=O)N2CCCCC2)cc1	-1.7	2	-7	-0.1	1	3	i	-0.5	1	3
Cc1nn(-c2ccc(C(=O)O)cc2)c(N)c1-c1ccccc1	-1.7	3	4	0.9	-12	2	i	-1.5	-2	-3
c1ccc(-c2cn3c(n2)SCC3)cc1	-0.7	-2	0	-0.6	-2	0	i	-0.2	-4	6
COC(=O)C(NC(=O)COc1ccccc1)(Nc1nc2c(s1)CCCC2)C(F)(F)F (configuration not stated)	0.0	4	4	0.6	-2	1	i	-0.6	-2	-5
Cc1cccc(C)c1NC(=O)N1CCC(n2cnc3ccccc32)CC1	0.4	-2	-5	-1.3	2	0	i	-0.4	-2	2

Among those listed so far, these contain a thiophene ring, fused or not:
SMILES	LMPTP inh	SUMO1 PPI mod	NadD inh	MsrA inh	Scp1 inh	CSN inh	Rpn11 block	TbMetRS inhib	STEP inh	DNMT1 inh
O=C(COc1ccc([N+](=O)[O-])cc1)NNC(=O)c1cccs1	0.3	-11	14	0.8	-1	5	i	-0.5	-2	-1
O=C(c1cccs1)N(c1ccc(F)cc1)C1C=CS(=O)(=O)C1 (configuration not stated)	-0.3	-2	-4	1.7	-7	12	i	-0.5	-2	-3

Later entries.
SMILES	LMPTP inh	SUMO1 PPI mod	NadD inh	MsrA inh	Scp1 inh	CSN inh	Rpn11 block	TbMetRS inhib	STEP inh	DNMT1 inh
CCCS(=O)(=O)c1nnnn1-c1cccc(OC)c1	-1.6	-2	-3	nt	-6	4	i	-0.1	1	2
CS(=O)(=O)c1ccc(C2=C(c3ccccc3)C(=O)OC2)cc1	-0.8	-12	4	-0.9	-9	0	i	-0.3	0	3
COC(=O)c1ccc(CSC2=NCCS2)cc1	-1.2	-1	-3	1.4	-5	-11	i	-1.3	-3	1
CCc1sc(C(=O)N2CCN(S(C)(=O)=O)CC2)cc1Br	-1.0	0	0	nt	0	2	i	0.2	0	1
COc1ccc(N2C(=O)CSC2c2ccccc2F)c(OC)c1 (configuration not stated)	-1.3	-3	-3	-0.1	-9	6	i	-0.4	0	-2
Cc1cc(C(F)F)nn1CC(=O)Nc1cc([N+](=O)[O-])ccc1F	0.6	-13	1	1.2	5	-6	i	-1.6	-3	-6
CCN(CC)S(=O)(=O)c1ccc(N2CCCCC2)c(C(=O)Nc2ccccc2N2CCOCC2)c1	4.1	-3	7	-2.4	-4	0	i	0.1	3	-5
COc1ccccc1CCC(=O)OCC(=O)Nc1c(C)nn(-c2ccccc2)c1C	0.5	0	-2	-0.5	-3	2	i	-0.1	0	-1
COc1ccc(OC)c(-n2c(=S)[nH]c3c(sc(=S)n3-c3ccccc3C)c2=O)c1	0.3	0	14	0.2	-3	4	i	0.0	7	1
Cc1ccccc1-n1c(SCC(=O)Nc2ccccc2)nc2nc3c(cc2c1=O)CCCC3	1.9	-1	16	1.1	4	-2	i	-1.1	7	-7
O=C(c1cc2cc(Br)cc(Br)c2oc1=O)N1CCOCC1	-0.5	-10	3	-0.5	-6	-4	i	-0.4	2	0
CN(C)C(CNC(=O)c1cccs1)c1cccnc1 (configuration not stated)	-1.5	-1	2	1.5	-1	1	i	-0.3	-4	2
Cc1ccccc1C(=O)NCC(=O)OCC(=O)NC(C)C1CC2CCC1C2 (configuration not stated)	0.5	5	-6	0.3	-5	5	i	0.0	-4	3
COc1ccc2nc(SCC(=O)Nc3ccccc3)[nH]c2c1	-0.2	3	-4	-0.2	1	-4	i	2.2	-1	1
Cc1nc2ccc(NC(=O)c3oc4ccc(F)cc4c3C)cc2s1	3.4	5	-7	nt	4	5	i	-0.7	0	-11
Cc1cc(C)cc(N(CC(=O)Nc2ccccc2)C2=NC3CS(=O)(=O)CC3S2)c1 (configuration not stated)	-1.8	-4	0	0.2	2	1	i	-0.8	0	-1
Cc1ccccc1-c1n[nH]nc1C1=CC(=O)CC(C)(C)C1	-0.9	-8	3	0.8	nt	7	i	-0.9	2	-1
Cc1[nH]cnc1CSCc1ccc(F)cc1	-0.1	0	3	0.8	-3	-8	i	-1.1	-4	6
O=C(CSc1nnc(NC2CCCCC2)s1)NCc1ccco1	-1.6	2	-9	-0.1	-1	-2	i	-0.2	2	-6
CCOC(=O)Cc1nc(-c2ccc(Cl)cc2)n[nH]1	0.5	-1	1	1.4	-4	3	i	2.4	-2	-14
CCOC1OC(=O)C(Cl)=C1Nc1ccccc1C (configuration not stated)	-2.1	-1	-3	0.5	3	-6	i	-0.7	1	3
N#CCn1cc(/C=N/NC(=O)c2cc3c(ccc4ccccc43)o2)c2ccccc21	2.7	10	31*	3.8	-7	9	i	-0.7	2	-2
CCCN1C2=NS(=O)(=O)CCN2c2ccccc21	-0.7	1	-4	-0.5	3	-2	i	-0.6	-6	4
CCN=C1NN=C(c2ccc(C)cc2)CS1	0.0	-5	1	0.0	-3	3	+	-1.5	-2	-13
O=[N+]([O-])c1cccc(-c2nc(NCc3ccccc3)c3ccccc3n2)c1	5.9	-3	11	-0.3	3	8	i	-0.1	-1	-6
COc1ccc(NC(=S)Nc2ccc(OC)cc2OC)c(OC)c1	-0.4	3	3	-0.8	-5	-2	i	0.1	4	-2
COc1ccccc1C(=O)Nc1ccccn1	-0.7	0	-3	0.7	-6	1	i	-0.3	-5	1
COCC(C)NC(=O)c1ccc(-n2nc(C(F)(F)F)cc2-c2cccs2)cc1 (configuration not stated)	-0.2	-3	5	0.0	-8	-1	i	0.1	-2	0
CCN1C(=O)[C@H]2[C@@H](c3ccc(C)cc3)N[C@]3(CCCN(Cc4ccco4)C3=O)[C@H]2C1=O	-1.2	4	8	0.6	nt	1	i	-1.1	0	2
CSc1ncccc1C(=O)OCc1ccccc1Cl	2.0	1	-10	-0.6	3	-1	i	0.2	-1	2
O=C(O)c1ccc(/C=N/Nc2nc(N3CCCCC3)nc(N3CCCCC3)n2)cc1	-0.9	-4	-1	1.6	-6	5	i	0.0	-1	11
COc1ccc2nc(SCC(=O)Nc3ccc4sc(C)nc4c3)c(C#N)cc2c1	1.3	-14	29	2.0	-5	3	i	-0.4	0	14
CCCCn1c(=O)[nH]c(=O)c2c1nc(-c1ccc(-c3ccccc3Br)o1)n2CCOC	-0.8	3	11	0.5	-9	2	i	-0.6	-3	11
CN1CCN(/N=C/c2ccc(-c3ccc([N+](=O)[O-])cc3)o2)CC1	0.4	-34	-6	3.4	-11	18	i	0.4	9	11

Source: PubChem (several laboratories)
